High-throughput results (PubChem BioAssay)
KCNH2 3.1 inh: qHTS for Inhibitors of KCHN2 3.1: Mutant qHTS | activity change, % (tested at about 1.8 µM) | U2OS KCNH2 3.1, thallium flux FluxOr; hits give low values | AID 720553, 2013 | Potassium voltage-gated channel subfamily H member 2, brain isoform KCNH2 3.1 (human) | actives 0.95% (n = 340,000);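 active = maximum activity change below -70%; inconclusive = maximum activity change from -70% to -50%; inactive = maximum activity change above -50%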;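 also: thallium influx rate constant from kinetic fluorescence after stimulation buffer; % is scaled to controls: 0 for no effect and ±100 for the full control effect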
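Kinetic fluorescence (2 min after stimulation buffer) measures Tl+ influx through KCNH2 3.1 expressed by viral transduction in U2OS cells; the rate constant is normalized against DMSO controls serving as positive and negative references.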
TSHR antag: Antagonists of the Thyroid Stimulating Hormone Receptor: HTS campaign; TSHR-expressing cells, TSH-stimulated cAMP HTRF, 2 h; hits give low values; activity change, negative = inhibition, % at 11.5 µM; actives 0.2% (n = 330,000); AID 504810, 2011;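 active = activity change below a set negative limit, meaning inhibition stronger than a set level, cut at about -70% in these data; inconclusive = activity change between two set negative limits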; also: % is scaled to controls: 0 for no effect and ±100 for the full control effect
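TSHR-expressing cells were treated with compounds, then stimulated with TSH at EC80 (4nM final) for 2 hours at 37 deg C. Cellular cAMP was measured by HTRF competition between lysate cAMP and cAMP-d2 for a cryptate-labelled anti-cAMP antibody.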
TCR activator: Activators of T cell receptors: qHTS campaign | AID 504894, 2011 | 330,000 tested, under 10 active | Potency, µM (highest dose often 9.22 µM), for the others: top-dose activation of IL-2 secretion, most hits filed as activators | primary human leukocytes, anti-CD3, IL-2 HTRF, 48 h; also: % of control where 0% means no effect
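Primary human leukocytes receive a-CD3 beads and test compound and are incubated 48 hr. Secreted IL-2 is then assayed by HTRF, measuring 665nm acceptor emission after 320nm excitation of the europium donor.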
Mito fusion act: qHTS Assay for Small Molecule Inhibitors of Mitochondrial Division or Activators of Mitochondrial Fusion. S. cerevisiae fusion-defective mutant growth rescue, CellTiterGlo 48 h. actives 0.23% (n = 320,000). Potency, µM (series often up to 46.1 µM), without a hit: top-dose growth rescue (activation), usual class: activators;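 also: potency is read from the fitted curve at half-maximal effect; % of control where 0% means no effect; nearly all actives have a fitted effect of over 45% in size; temperature-sensitive fusion mutants such as fzo1-1 at 37 °C on non-fermentable ethanol glycerol medium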
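Luminescent cell viability in 1536-well qHTS format served as the measure of rescued growth in ts fusion-mutant S. cerevisiae cultured on non-fermentable YPEG for 48 hours at 37C.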
TRPV1 agonist: HTS Assay for Compounds that Act as Agonists of the Vanilloid Receptor 1 | Transient receptor potential cation channel subfamily V member 1 (Homo sapiens), Q8NER1 | TRPV1-expressing cells, Fluo-8 calcium influx, agonist mode | activation, % at 8.33 µM | actives 0.19% (n = 320,000) | AID 540275, 2011; in the data active = activation above about 80%; inconclusive = between about 30% and that limit; also: 0% is about no effect
Target sequence (Q8NER1 whole entry, looked up): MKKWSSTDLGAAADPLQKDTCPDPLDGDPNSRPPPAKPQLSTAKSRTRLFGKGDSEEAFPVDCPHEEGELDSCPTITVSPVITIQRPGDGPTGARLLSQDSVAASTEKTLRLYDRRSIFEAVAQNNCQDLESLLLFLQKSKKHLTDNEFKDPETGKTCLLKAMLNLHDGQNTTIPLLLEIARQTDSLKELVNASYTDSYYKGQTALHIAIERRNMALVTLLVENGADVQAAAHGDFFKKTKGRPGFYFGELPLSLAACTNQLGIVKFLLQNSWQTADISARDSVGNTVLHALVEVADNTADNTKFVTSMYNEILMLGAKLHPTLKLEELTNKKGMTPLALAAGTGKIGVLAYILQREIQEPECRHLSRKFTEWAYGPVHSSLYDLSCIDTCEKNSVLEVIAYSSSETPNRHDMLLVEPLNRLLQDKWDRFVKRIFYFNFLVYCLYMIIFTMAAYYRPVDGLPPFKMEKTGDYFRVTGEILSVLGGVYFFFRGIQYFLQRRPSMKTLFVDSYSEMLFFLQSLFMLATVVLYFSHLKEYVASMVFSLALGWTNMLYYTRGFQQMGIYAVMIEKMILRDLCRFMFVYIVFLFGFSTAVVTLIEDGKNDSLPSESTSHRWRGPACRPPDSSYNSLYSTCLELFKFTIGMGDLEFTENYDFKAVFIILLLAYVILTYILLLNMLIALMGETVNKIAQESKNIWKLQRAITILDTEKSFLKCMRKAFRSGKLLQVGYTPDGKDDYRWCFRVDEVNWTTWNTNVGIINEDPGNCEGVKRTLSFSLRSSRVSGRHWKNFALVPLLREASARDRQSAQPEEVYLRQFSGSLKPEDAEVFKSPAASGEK
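TRPV1-expressing cells were cultured overnight at 35.5C and loaded with Fluo-8 calcium dye for 40 to 90 min at room temperature. After a 10 s baseline, compound was added and calcium influx was read kinetically for 3 min (ex 480/em 520 nm).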
USP2a inh: qHTS Assay for Inhibitors of Ubiquitin-specific Protease USP2a Using CHOP2 as the Reporter; Ubiquitin carboxyl-terminal hydrolase 2 (Homo sapiens), O75604; USP2 core, Ub-CHOP2 coupled fluorogenic reporter, 485/531; Potency, µM (series often up to 38.3 µM), for inactives: at the top dose activity change, negative = inhibition, usual class: inhibitors; actives 0.01% (n = 330,000); AID 463254, 2010;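 also: potency is read from the fitted curve at half-maximal effect; plate controls were DMSO wells for no effect and full inhibition by NEM control for full effect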
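USP2 core (10nM final) preincubated 30min RT with compound in 20mM Tris-HCl pH 8.0, 2mM CaCl2, 2mM beta-mercaptoethanol, 0.05% CHAPS; 25nM Ub-CHOP2 plus 25nM reporter substrate added, fluorescence (Ex485/Em531) read after 60min.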
hERG WT inh: qHTS for Inhibitors of KCHN2 3.1: Wildtype qHTS; AID 720551, 2013; Voltage-gated inwardly rectifying potassium channel KCNH2 (Homo sapiens), Q12809; actives 0.37% (n = 340,000); activity change, % at 1.84 µM; U2OS, BacMam KCNH2, thallium flux FluxOr; hits give low values;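 active = maximum activity change below -70%; inconclusive = maximum activity change between -70% and -50%; inactive = maximum activity change above -50%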; also: % is scaled to controls: 0 for no effect and ±100 for the full control effect
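U2OS cells transduced with wild-type KCNH2 virus are loaded with FluxOr dye for 45 min, and thallium flux is measured in kinetic reads before and after stimulation buffer. Rate constants are normalized to DMSO controls.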
Eya2 inh: qHTS Assay for Inhibitors of the Phosphatase Activity of Eya2; Protein phosphatase EYA2 (Homo sapiens), O00167; actives 0.006% (n = 330,000); recombinant Eya2, OMFP fluorescence dephosphorylation (OMFP is methylfluorescein phosphate); Potency, µM (doses to about 76.9 µM), without a hit: top-dose activity, negative = inhibition, actives largely listed as inhibitors; AID 488837, 2010; also: potency is read from the fitted curve at half-maximal effect; % is scaled to controls: 0 for no effect and ±100 for the full control effect
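Eya2 (0.2 uM) preincubated 10 min at ambient with compound, then OMFP substrate added at 50 uM; 10 min reaction in 50 mM HEPES pH 7.5, 50 mM NaCl, 5 uM MgCl2, 0.05% BSA, 1 mM DTT. Fluorescence read at Ex 485/Em 525 nm.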
ELG1 repair inh: qHTS screen for small molecules that inhibit ELG1-dependent DNA repair in human embryonic kidney (HEK293T) cells expressing luciferase-tagged ELG1. HEK293T ELG1-luciferase reporter, luminescence, 16 h; DNA damage induced by 5-fluorouridine. Potency, µM (titrated, usually from 46.1 µM), without a hit: at the highest dose activity change, negative = inhibition, actives largely listed as inhibitors. actives 2.3% (n = 330,000). AID 504467, 2011; also: potency is read from the fitted curve at half-maximal effect; % is scaled to controls: 0 for no effect and ±100 for the full control effect; nearly all actives have a fitted effect of over 55% in size
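In this reporter screen, reduction of luminescence relative to DMSO vehicle indicated activity. Compounds and 5-fluorouridine were added together to 2,000 cells per well, incubated for 16 hr at 37 °C, then developed with ONE-Glo.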
A-T KAP1 phos: qHTS Assay for Identifying a Potential Treatment of Ataxia-Telangiectasia; […] A-T fibroblasts, KAP-1 phosphorylation AlphaLISA; neocarzinostatin DNA damage 30 min before lysis; AID 485349, 2010; Potency, µM (series often up to 57.5 µM), without a hit: at the highest dose activation, usual class: activators; actives 0.19% (n = 320,000); also: potency is read from the fitted curve at half-maximal effect; % of control where 0% means no effect; nearly all actives have a fitted effect of over 45% in size
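hTERT-immortalized A-T patient fibroblasts ([…]), 500 cells/well in OPTI-MEM, 1% FBS, got compounds for 60 min, then NCS for 30 min at 37C. Lysates were then assayed for phospho-KAP-1 by AlphaLISA (anti-pKAP1 donor, anti-KAP1 acceptor beads), 6 hr at 25C.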
The depositor's hits bear a star; ? = inconclusive; . = not tested or not shown; [ ] = another dose, or the depositor's remark. Unless noted, calls follow the shape of the dose curve; as a rule, active = well fitted curve in the direction sought with a large enough effect; inconclusive = small, poorly fitted or top-dose-only effect, or another doubt; inactive = no such curve, though single readings can be large; an effect the other way counts as inactive or inconclusive. An excerpt, so the mix of outcomes need not match the whole.

SMILES	KCNH2 3.1 inh	TSHR antag	TCR activator	Mito fusion act	TRPV1 agonist	USP2a inh	hERG WT inh	Eya2 inh	ELG1 repair inh	A-T KAP1 phos
CCOC(=O)c1c(NC(=O)Cn2nnc(-c3ccccc3Cl)n2)sc(C)c1C	-8	3	0%	3%	1	-1%	0	-2%	-6%	.
COc1ccc(/C=N/NC(=O)C(Cc2c[nH]c3ccccc23)NC(=O)OCC(C)C)cc1[N+](=O)[O-] (stereo not drawn)	17	5	3%	-2%	-6	-2%	11	-10%	-1%	3%
CCOC(=O)N1CCN(C(=O)c2ccc(OCC)c(OCC)c2)CC1	4	5	2%[46.1 µM]	3%	2	1%	6	0%	21%	.
CCC(=O)c1cccc2c1N=CC1=C(CC(C)(C)CC1=O)N2	6	5	3%	10%	0	0%	9	0%	9%	5%
Cc1cc(Cl)ccc1C(=O)C1CCCN(C(=O)CCN2CCCO2)C1 (stereo not drawn)	10	-16	13%	-2%	2	3%	6	-15%	-3%	2%
COc1ccc(C(=O)NCc2nnc(SCC(=O)N3CCC(C)CC3)o2)cc1OC	-21	-4	1%	-2%	-1	1%	-7	1%	4%	6%
CCn1c(COc2ccc(C)cc2)nnc1SCc1nc2ccccc2[nH]1	-2	-1	-5%	-6%	0	2%	3	-30%	?	1%
O=C(O)CCC(=O)Nc1ccc(-c2csc(Nc3cccc4ccccc34)n2)cc1	-17	-11	15%	-1%	-1	1%	-10	10%	3%	-3%
CCOC(=O)Cc1csc(NC(=O)CSc2nc3cccnc3n2CC)n1	-1	-5	0%	-5%	0	-1%	-12	19%	1%	3%
O=S(=O)(Nc1cccc(-c2ccc(N3CCOCC3)nn2)c1)c1cc(Cl)ccc1Cl	4	1	-1%	28%	11	-2%	1	-30%	?	4%
COc1ccc(NC(=O)CCl)cn1	.	-6	.	-5%	-5	0%	.	2%	-14%	4%
Cc1ccc(/C=N/NC(=O)c2ccccn2)o1	7	1	1%[46.1 µM]	-1%	3	0%	-3	-4%	?	-4%
Cc1ccc(N(CC(=O)Nc2ccc3c(c2)OCCO3)S(=O)(=O)c2c(C)noc2C)cc1	-7	-8	-1%	7%	-3	1%	-20	-34%	16µM*	2%
N=C(N)SCc1ccc(O)c([N+](=O)[O-])c1	18	2	-1%	3%	-1	-6%	-24	-16%	5%	-8%
CC(C)C(=O)N1CCC(c2nc(-c3ccc(S(=O)(=O)N4CCN(C)CC4)cc3)no2)CC1	3	20	1%	-4%	2	1%	7	-9%	-8%	12%
Nc1nc(-c2ccc(F)cc2)cs1	3	11	0%	11%	12	0%	1	2%	?	-3%
N#CCCN(Cc1cccnc1)S(=O)(=O)c1ccc(S(=O)(=O)NC2CCCCC2)cc1	1	4	-1%	-5%	0	-1%	-7	-1%	?	4%
Cc1ccc(NC(=O)CN2CCC(C(=O)c3ccc(F)cc3)CC2)cc1	-33	0	-1%[46.1 µM]	8%	12	-2%	11	-7%	?	.
O=C(N/N=C/c1ccc(Sc2ccccn2)o1)c1cc2ccccc2cc1O	15	-8	2%	0%	-1	?	-14	1%	30%	-9%
CC(O)CN(Cc1cccc(Cl)c1)CC(C)O (stereo not drawn)	1	22	-2%	0%	2	1%	2	3%	2%	0%
Cc1cc(/C=C2\SC(=S)NC2=O)c(C)n1C1CC1	2	0	-2%	-2%	3	0%	6	27%	?	-9%
CC1CCN(c2ccc3c(c2)S(=O)(=O)c2cccc(C(=O)NC4CC4)c2C3=O)CC1	16	-10	-2%	.	.	?	3	10%	?	-8%
C/C(=N\NC(=O)Cc1cccn1C)c1ccc([N+](=O)[O-])cc1	-16	4	-2%	-2%	-1	-1%	5	-5%	?	-6%
COC(=O)Cn1c(-c2ccc(OC)cc2)c(-c2ccc(OC)cc2)nnc1=O	-15	0	.	3%	13	3%	7	13%	?	-7%
Cc1ccc(-n2nc(C(=O)c3ccccc3)n3c(=O)cc(-c4ccccc4)nc23)cc1	0	4	2%	2%	-2	2%	10	6%	2%	-4%

Compounds from the list above that have an NH in an aromatic ring (2):
SMILES	KCNH2 3.1 inh	TSHR antag	TCR activator	Mito fusion act	TRPV1 agonist	USP2a inh	hERG WT inh	Eya2 inh	ELG1 repair inh	A-T KAP1 phos
COc1ccc(/C=N/NC(=O)C(Cc2c[nH]c3ccccc23)NC(=O)OCC(C)C)cc1[N+](=O)[O-] (stereo not drawn)	17	5	3%	-2%	-6	-2%	11	-10%	-1%	3%
CCn1c(COc2ccc(C)cc2)nnc1SCc1nc2ccccc2[nH]1	-2	-1	-5%	-6%	0	2%	3	-30%	?	1%

Further entries follow.
SMILES	KCNH2 3.1 inh	TSHR antag	TCR activator	Mito fusion act	TRPV1 agonist	USP2a inh	hERG WT inh	Eya2 inh	ELG1 repair inh	A-T KAP1 phos
CCC(C)N1C(=O)CCC1C(=O)O (stereo not drawn)	16	3	4%	0%	-2	2%	6	16%	5%	-4%
O=C(O)c1cc2cccc(S(=O)(=O)N3CCOCC3)c2cc1O	-3	0	-7%	1%	-5	0%	0	22%	5%	10%
COc1ccc(CC(=O)Nc2nnc(-c3cccc([N+](=O)[O-])c3)s2)cc1	-14	-2	0%	-2%	-3	0%	22	-3%	-1%	17%
O=C(CNCCc1ccc(F)cc1)Nc1cc(F)ccc1F	0	-3	1%	-19%	18	-1%	9	9%	-12%	35%
Cc1ccc(C(=O)CSc2nnc(C(C)C)n2C)cc1C	-3	8	3%	2%	-9	1%	15	2%	7%	8%
CC(=O)Nc1ccc(NC(=O)CSc2nnnn2-c2ccc(F)cc2)cc1	-4	11	2%	2%	-4	0%	-3	3%	3%	3.2µM*
COC(=O)c1ccc(C2c3c(oc4ccc(F)cc4c3=O)C(=O)N2CCO)cc1 (stereo not drawn)	-4	9	1%	-1%	-3	1%	-8	8%	11%	-4%
Cc1ccc(S(=O)(=O)N(C)C)cc1NC(=O)COC(=O)C1COc2ccccc2O1 (stereo not drawn)	22	-3	-6%	-5%	-1	2%	2	-1%	6%	-1%
CC(C)CC(=O)Nc1cc2nn(-c3ccccc3)nc2cc1Cl	1	17	-4%	3%	1	3%	-15	23%	?	2%
CC(C)c1ccc(N(C(=O)c2snc(C(N)=O)c2N)C(C(=O)NCC2CCCO2)c2ccc(N(C)C)cc2)cc1 (stereo not drawn)	1	13	-1%	-1%	6	-10%	-7	-13%	?	4%
Cc1ccc(C)c(C(=O)NC(C)CCc2ccccc2)c1 (stereo not drawn)	6	15	10%	-4%	12	1%	13	-17%	3%	6%
NC(=O)CSc1nc2ccccc2n1Cc1ccccc1F	-10	7	1%	-3%	9	-1%	7	-3%	-10%	3%
CCOc1ccc(C(=O)NCc2ccco2)cc1OC	-5	54	-4%	0%	-1	2%	1	5%	2%	16%
CS(=O)(=O)c1ccc(-c2nnc(NC(=O)c3ccco3)o2)cc1	10	-2	9%	-5%	0	2%	6	1%	?	5%
CC1(C)CC(=O)C(C=NCCN2CCN(C(=O)NC34CC5CC(CC(C5)C3)C4)CC2)=C(O)C1	0	19	6%	-2%	9	2%	-1	9%	8%	2%
COc1ccc(Cn2c(=O)[nH]c3cc(C(=O)NCCCN4CCCC4=O)ccc3c2=O)cc1	-2	-1	-4%	3%	0	2%	7	-9%	-1%	2%
O=C(COc1ccccc1)NNC(=O)c1cc2ccccc2o1	2	8	0%[46.1 µM]	1%	0	-6%	-16	-11%	10%	-4%
Cn1c(=O)oc2cc(S(=O)(=O)NCCN3CCN(c4ccccc4F)CC3)ccc21	-6	-7	-4%	-7%	.	0%	-1	21%	-4%	7%
CCOC(=O)c1ccc(NC(=S)NC(=O)COc2ccccc2)cc1	-4	-4	-3%[46.1 µM]	-4%	-3	0%	-6	-1%	-8%	10%
CCNS(=O)(=O)c1ccc(CCC(=O)NCc2ccc3c(c2)OCO3)cc1	-2	4	1%	-1%	-1	1%	-1	-7%	-7%	8%
CC(C)(C)C(=O)Nc1nnc(Cc2ccccc2)s1	13	-13	4%[46.1 µM]	-1%	0	0%	7	3%	?	1%
CCN(CC)C(=O)CSc1nnc(-c2cc(-c3ccc(Cl)cc3)nc3ccccc23)o1	7	4	3%[46.1 µM]	-2%	-3	-1%	-4	-2%	?	-5%
